# Bioassay records deposited in PubChem by several laboratories.
# RmlC RmlD mix = RmlC/RmlD inhibition, mixture screen | actives 0.39% (n = 110,000) | inhibition, % at 5.5 µM | RmlC/RmlD coupled enzyme inhibition, 384-well mixture HTS; in the data active means inhibition above about 30%, passing the limit was not always enough; inconclusive means no clear call, values can overlap the other calls; further: strong numbers were not always called active
# HIV RNase H inh = blocks HIV-1 RNase H cleavage of RNA/DNA duplex; P04585; actives 1.9% (n = 65,000); inhibition, % at 10 µM; RT-RNase H RNA/DNA duplex cleavage, fluorescence; in the data active means inhibition above about 50%
# Starred values were filed as active, the others as inactive; i = inactive; u = inconclusive; x = not tested or not shown. An excerpt; the hit share may differ from the screen's.
# Start of the listing, in advance:
SMILES,RmlC RmlD mix,HIV RNase H inh
O=C1C=C(c2ccc(Cl)cc2)C(=O)N1Nc1ccccc1,-13,x
COC(=O)Nc1ccc(C)cc1NC(=O)OC,7,-3
c1ccc(N(c2ccccc2)c2nc(-n3ccnc3)nc(-n3ccnc3)n2)cc1,17,-7
c1ccn2cc(CSc3nnc4ccccn34)nc2c1,-11,-5
COc1ccc(C2c3c(-c4cc(Cl)c(C)cc4O)n[nH]c3C(=O)N2Cc2cccnc2)cc1OC (stereo unspecified),-5,6
Cc1ccc(C)c(NC(=O)Cn2nnc(C(=O)Nc3c(C)cccc3C)c2N)c1,x,-10

# The listing, previewed entries included:
SMILES,RmlC RmlD mix,HIV RNase H inh
O=C1C=C(c2ccc(Cl)cc2)C(=O)N1Nc1ccccc1,-13,x
COC(=O)Nc1ccc(C)cc1NC(=O)OC,7,-3
c1ccc(N(c2ccccc2)c2nc(-n3ccnc3)nc(-n3ccnc3)n2)cc1,17,-7
c1ccn2cc(CSc3nnc4ccccn34)nc2c1,-11,-5
COc1ccc(C2c3c(-c4cc(Cl)c(C)cc4O)n[nH]c3C(=O)N2Cc2cccnc2)cc1OC (stereo unspecified),-5,6
Cc1ccc(C)c(NC(=O)Cn2nnc(C(=O)Nc3c(C)cccc3C)c2N)c1,x,-10
COc1ccc(-c2oc(NC(C)=O)c(C#N)c2-c2ccc(OC)cc2)cc1,-13,x
CCOC(=O)N1CCN(C(=O)COc2ccc(Br)cc2)CC1,-8,-31
CCCCC12CN3CC(C)(CN(C1)C31C(=O)N(C)c3ccc(C)cc31)C2=O (stereo unspecified),-9,4
O=C(C1=C[C@@H](c2ccccc2)C[C@@H](OCc2ccc(CO)cc2)O1)N1CCOCC1,5,x
CC(=O)Nc1ccc(S(=O)(=O)N2CCN(CCCOc3ccccc3Cl)CC2)cc1,2,x
COc1ccc(/C=N/NC(N)=S)cc1OC(=O)c1ccccc1,i,x
CCOC(=O)C1CCN(c2ncnc3c2cnn3-c2ccc(OC)cc2)CC1,x,-4
Cc1ccc(-c2cn(-c3ccccc3)c3[n+]2CCCS3)cc1,8,x
CCC(=O)NC1=C(NC(C)c2ccccc2)C(=O)c2ccccc2C1=O (stereo unspecified),-10,x
COc1cccc(N2CCCn3c2nc2c3c(=O)n(CCN3CCOCC3)c(=O)n2C)c1,-6,4
CCN1CCN(Cc2cc(=O)oc3ccc(Cl)cc23)CC1,-11,4
CC(C)(O)[C@@H]1[C@@H]2C[C@@]3(CC[C@]4(C)C(CCC5[C@@]6(C)CC[C@H](O)C(C)(C)C6CC[C@]54C)[C@@H]13)C(=O)O2 (stereo partly specified),-16,x
NCCCC[C@@H]1NC(=O)[C@H](CCC(=O)O)NC(=O)c2cc([N+](=O)[O-])cc(I)c2OCC[C@@H](C(N)=O)NC1=O,6,x
CCOC(=O)C(NC=O)(NC(C)(C)C)C(=O)OCC,0,-12
Fc1ccccc1-c1nc(NCCCN2CCOCC2)c2ccccc2n1,x,-9
Cc1nonc1NC(=O)CSc1ccc(-c2ccccc2)nn1,-9,-5
COc1ccc(CCNC(=O)Cn2c(=O)oc3ccccc32)cc1OC,0,-19
Cn1c(Cn2c(=O)sc3ccccc32)nnc1SCC(=O)Nc1ccc(F)cc1,-6,2
CCn1c(Cn2nnc(-c3ccccc3)n2)nnc1SCC(=O)Nc1cccc(C(C)=O)c1,-13,-13
Cc1ccc(-c2cn3nc(C)c(C)nc3n2)cc1,x,-1
COc1cccc(C2CC(c3c(Cl)cccc3Cl)n3nc(N)nc3N2)c1 (stereo unspecified),9,-4
Cc1cccc(N2CCN(C(=O)c3ccc(NC(=O)C4CCCO4)cc3)CC2C)c1 (stereo unspecified),3,4
O=C(C1COc2ccccc2O1)N1CCc2ccccc21 (stereo unspecified),8,-15
CCc1ccc(C(=O)CCC2CCCCC2=O)cc1 (stereo unspecified),-35,x
CCc1ccccc1NC(=O)CSc1nc2c(c(-c3ccco3)c1C#N)CCCC2,16,40
Oc1ccc(Cl)cc1CN1CCN(Cc2ccccc2)CC1,-8,x
CC(C)CCN1C(=O)c2ccc(C(=O)OCn3nnc4ccccc4c3=O)cc2C1=O,6,-14
CCc1cc(=O)oc2cc(OCC(N)=O)c(Cl)cc12,-6,x
C=CCC1c2cccc(C(=O)O)c2C(=O)N1c1cccc(C)c1 (stereo unspecified),8,3
COc1ccccc1NC(=O)CN(Cc1ccco1)C(=O)c1cccs1,-13,3
CCOC(=O)c1c(O)c2ccccc2n(-c2ccccc2)c1=O,10,-25
c1ccc2c(c1)CNC1(CCCCC1)C2,9,3
O=C(CC1Sc2ncnn2C1=O)Nc1ccccc1 (stereo unspecified),4,x
O=C(Nc1ccc2ccccc2c1)c1onc2c1CCCC2,26,x
Cc1c(Cl)cccc1NC(=S)NNc1ncc(C(F)(F)F)cc1Cl,0,x
CCn1cc(C2=NOC(C(=O)Nc3ccc4c(c3)OCO4)C2)c(C)n1 (stereo unspecified),8,-10
CN1C(=O)NC(c2ccccc2)C2=C1CN(c1ccc3ccccc3c1)C2=O (stereo unspecified),-16,x
COc1ccc(-c2nnc(SCC(=O)N3CCc4ccccc4C3)o2)cc1,-10,-11
O=C(COc1ccc(S(=O)(=O)NC2CCCCC2)cc1)NCc1ccccn1,-5,-3
CCOc1ccccc1C1C(C(=O)Nc2ccccc2OC)=C(C)Nc2nnnn21 (stereo unspecified),-5,-15
C=CCn1c(COc2ccc(Cl)cc2)nnc1SCC(=O)N/N=C/c1cccc(O)c1,3,x
Cn1c(N)c(C(=O)COC(=O)Cc2ccsc2)c(=O)n(C)c1=O,29,-6
CCC(=O)N1CCN=C1SCc1ccc(F)cc1,0,-11
CCOC(=O)N1CCN(S(=O)(=O)c2ccc(C(=O)Nc3nc4ccc(F)cc4s3)cc2)CC1,x,-6
N#Cc1ccccc1Cn1c(=O)n(Cc2ccc(C(=O)NCc3ccco3)cc2)c(=O)c2sccc21,-9,24
COc1ccc(NC(=O)c2ccccc2Cl)cc1NC(=O)CN1CCOCC1,-3,-14
CC(=O)Nc1ccc(NC(=O)CN(c2cccc(C)c2)S(C)(=O)=O)cc1,6,x
COc1ccc(C(=O)Nc2ccc3c(c2)nc(CCNC(C)=O)n3C)cc1,-7,x
CCOC(=O)N1CCN(C(=O)CCCOc2ccccc2)CC1,-12,-10
OCc1nc2ccccc2n1CC(O)Cn1ccc2ccccc21 (stereo unspecified),10,-9
CC(C)NC(=O)c1ccccc1NC(=O)/C=C/c1ccc([N+](=O)[O-])cc1,7,x
Cc1cccc(-n2nc3c(c2NC(=O)c2ccc(S(=O)(=O)N4CCOCC4)cc2)CSC3)c1C,x,6
Cc1ccc(S(=O)(=O)n2nc(OC(=O)c3cccs3)cc2N)cc1,-4,-15
COc1ccc(OCC(O)CNCc2ccco2)cc1 (stereo unspecified),9,-3

# Entries of single compounds, looked up by structure:
# CCOC(=O)N1CCN(C(=O)CCCOc2ccccc2)CC1 is entered as RmlC RmlD mix = -12; HIV RNase H inh = -10
# COc1ccc(OCC(O)CNCc2ccco2)cc1 (stereo unspecified) is entered as RmlC RmlD mix = 9; HIV RNase H inh = -3
# Cc1cccc(-n2nc3c(c2NC(=O)c2ccc(S(=O)(=O)N4CCOCC4)cc2)CSC3)c1C is entered as RmlC RmlD mix = x; HIV RNase H inh = 6

# Retrieved by compound from the entries so far, 2 records:
SMILES,RmlC RmlD mix,HIV RNase H inh
Cn1c(N)c(C(=O)COC(=O)Cc2ccsc2)c(=O)n(C)c1=O,29,-6
CC(C)NC(=O)c1ccccc1NC(=O)/C=C/c1ccc([N+](=O)[O-])cc1,7,x

# (cont.)
SMILES,RmlC RmlD mix,HIV RNase H inh
O=C(c1cccc(F)c1)N1CCN(C2CCCCC2)CC1,-2,x
O=c1c(-c2ccc(O)cc2)coc2cc(OC3OC(CO)C(O)C(O)C3O)cc(O)c12 (stereo unspecified),-8,x
COC(=O)NCc1cc2cc(Cl)ccc2[nH]1,10,1
CC1(C)NC(=O)N(CN2C(=O)NC(C)(C)C2=O)C1=O,7,-6
COc1ccc(C=O)cc1COc1c(F)c(F)cc(F)c1F,-9,x
CCCC(=O)Nc1nc2ccc(C(=O)OCC)cc2s1,-13,x
O=C(c1ccc(Cn2cc(Cl)cn2)o1)N1CCN(Cc2ccc3c(c2)OCO3)CC1,7,-7
Cc1oc2cc3oc(=O)c4c(c3cc2c1C)CCC4,u,-5
CC(C)C(=O)Nc1ccc2c(c1)oc1ccccc12,-3,x
C=CCn1c(SCC#N)nc2ccccc2c1=O,6,-37
COc1ccc(-c2cc(-c3ccc(OC)cc3)c(C#N)c(SC)n2)cc1,-15,x
O=C(O)Cc1ccc(C(=O)c2ccc(F)cc2)s1,5,x
N#CCCCCN1c2cccc3cccc(c23)S1(=O)=O,-24,-45
COc1cccc(NC(=O)[C@@H]2CCCN2C(=O)C2CCN(S(=O)(=O)c3ccc(C)cc3)CC2)c1,-8,-3
Nc1ccc(-c2nc3c(Cl)cc(N)cc3[nH]2)cc1,50*,2
O=C(Nc1nc(=O)c2ccccc2s1)c1ccc(F)cc1,-15,x
CN1CCC(OC(=O)C23CCC(C)(C(=O)O2)C3(C)C)CC1 (stereo unspecified),-9,-22
Nc1c(C(=O)NCc2ccco2)c2nc3ccccc3nc2n1CCc1ccccc1F,-41,x
CCCSCCCNC(=O)c1cc2c(s1)CS(=O)(=O)C2,-16,-17
O=C(Nc1ccccc1)c1ccc(NCCN2CCOCC2)c(S(=O)(=O)N2CCOCC2)c1,7,-1

# Single values from above:
# `CN1CCC(OC(=O)C23CCC(C)(C(=O)O2)C3(C)C)CC1` (stereo unspecified) in HIV RNase H inh shows -22
# `Nc1c(C(=O)NCc2ccco2)c2nc3ccccc3nc2n1CCc1ccccc1F` in RmlC RmlD mix shows -41

# More structures follow.
SMILES,RmlC RmlD mix,HIV RNase H inh
Cc1c(C(=O)N(Cc2cccs2)C2CCS(=O)(=O)C2)oc2ccccc12 (stereo unspecified),-30,-24
CCOC(=O)COc1ccc(C2NC(C(=O)O)CS2)cc1 (stereo unspecified),6,-11
O=C(CCCN1CCC2(CC1)C(=O)NCN2c1ccccc1)c1ccc(F)cc1,19,2
O=C(Oc1cc(-c2ccccc2)no1)c1ccc(F)cc1,-11,x
COc1cc(N)cc(NC(=O)c2ccncc2)c1,8,-2
COc1ccccc1N(CC(=O)NCC1CCCO1)C(=O)CCC(=O)Nc1nccs1 (stereo unspecified),1,x
O=C(CN1C(=O)NC2NC(=O)NC21)NC1CCCCC1 (stereo unspecified),x,-10
Cn1c(=O)c2c(nc(NCC3CCCO3)n2Cc2ccccc2)n(C)c1=O (stereo unspecified),14,x
C=CCOc1cccc(C2/C(=C(/O)c3ccccc3)C(=O)C(=O)N2CCCN2CCOCC2)c1 (stereo unspecified),x,0
Cc1cccn2c(=O)c3cc(C(=O)NCCCn4ccnc4)n(C)c3nc12,x,1
O=C1c2sc3nc4n(c(=O)c3c2CCC1Br)CCCCC4 (stereo unspecified),-13,x
O=C(CSc1nnc(Cc2cc(=O)[nH]c(=O)[nH]2)n1-c1ccccc1)NCC1CCCO1 (stereo unspecified),-3,-2
CCn1nc(C(=O)Nc2cccc(C(F)(F)F)c2)c(Cl)c1Cl,-24,x
O=C(NCCN1CCOCC1)C1CCN(c2ncnc3c2sc2cccc(F)c23)CC1,-7,x
Cc1cc(=O)[nH]c(-n2[nH]c(C)cc2=O)n1,-10,x
Cc1ccc(SCCNC(=O)CN(c2ccc3c(c2)OCO3)S(C)(=O)=O)cc1,-5,-44
CC(=O)c1ccc(Nc2nc(C)nc3c2oc2ccccc23)cc1,x,-4
CN1CCN(C(=O)C23CC4CC(CC(C4)C2)C3)CC1,-13,-2
O=C(Cc1c(F)cccc1Cl)Nc1cccnc1,-7,-9
c1ccc2oc(-c3ccc4nc[nH]c4c3)nc2c1,-6,x
CCOC(=O)C1=C(C)NC(=O)N(C(C)=O)C1c1ccc(Cl)cc1 (stereo unspecified),-7,-16
CC1(OC(=O)CCc2ccccc2)C(=O)C=C2C=C(c3ccc(C#N)cc3)N(C3CCCC3)C=C2C1=O (stereo unspecified),4,x
CC1(c2nnc(-c3ccc(F)cc3)o2)CC(c2ccccc2)=NO1 (stereo unspecified),-13,x
O=C(CCCN1C(=O)c2ccccc2C1=O)Nc1ccc(S(=O)(=O)N2CCOCC2)cc1,-4,-16
COc1cccc(-c2nc(CS(=O)(=O)c3ccccc3)no2)c1,3,x
COCCn1c(SCC(=O)OCc2ccccc2)nc2c1c(=O)[nH]c(=O)n2C,-5,14
Fc1ccc2c(c1)C(c1ccc(N3CCOCC3)cc1)=NNC(c1cccs1)=N2,-12,x
Cc1ccc2nc(NC3=NCN(CCN4CCOCC4)CN3)nc(C)c2c1,x,7
CCNc1nc(SC(C)C(=O)OC)nc(N2CCOCC2)n1 (stereo unspecified),17,-12
COc1ccc(CC(C)N2CCN(c3ccccc3OC)CC2)cc1OC (stereo unspecified),-6,0
CCOc1ccc(NC(=O)c2ccccc2OCC(=O)c2ccccc2)cc1,2,x
COc1cc(NC(=O)COC(=O)[C@@H]2CCCN2S(=O)(=O)c2ccc(Cl)cc2)cc(OC)c1OC,16,x
Cc1csc(SCC(=O)Nc2cc(S(=O)(=O)N3CCCC3)ccc2Cl)n1,4,x
CCC(=O)N(CCCN(C)C)c1nc(-c2cc(OC)ccc2OC)cs1,9,0
COc1cc(C(=O)Nc2nc(-c3cccs3)cs2)cc(OC)c1OC,-12,-2
Cc1cccc(-n2c(-c3ccncc3)n[nH]c2=S)c1,16,x
O=C(COc1ccc(F)cc1)NC1CC1,4,-3
Cc1ccc2c(c1)N(CC(=O)N1CCCc3ccccc31)C(=O)C(C)O2 (stereo unspecified),9,-1
CC1CN(C2CCN(S(=O)(=O)c3ccccc3)CC2)CC(C)O1 (stereo unspecified),-12,-2
COc1ccc(C2(O)CCN(Cc3nnnn3Cc3ccc(F)cc3)CC2)cc1,2,-18
CC(C)c1cc(C(=O)NCc2cccnc2)no1,-12,0
COCCNC(=O)Cn1c(=O)n(CCC(=O)NCCc2ccccc2)c(=O)c2ccccc21,x,-10
CC1(O)CC(=O)N(c2ccccc2)O1 (stereo unspecified),-10,-5
